BoNT F protease: BoNT F light chain protease inhibition. Multiplex microsphere protease cleavage assay, flow cytometry. inhibition, % at 10 µM. hit rate 0.22% among 360,000. AID 588497; in the data active means inhibition above about 35%, passing the limit was not always enough; inconclusive means no clear call, values can overlap the other calls; further: plate controls were buffer without enzyme for full effect and enzyme alone for no effect
GDH-TPI inh: inhibits GDH-TPI coupling enzymes, artifact for Mtb FBA screen; AID 588335; GDH-TPI coupled enzyme counterscreen, NADH absorbance; hit rate 1.2% among 360,000; inhibition, % at 4.8 µM; in the data active means inhibition above about 30%;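 further: 0% = DMSO wells and 100% = wells lacking the enzyme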
BioA inh: inhibitors of Mycobacterium tuberculosis BioA enzyme | purified M. tuberculosis BioA enzyme, plate reader | inhibition, % at 9.99 µM | AID 602481 | hit rate 0.096% among 360,000; in the data active means inhibition above about 40%; inconclusive means no clear call, values can overlap the other calls
Mtb UGM inh: inhibitors of M. tuberculosis UDP-galactopyranose mutase; P9WIQ1; purified UGM, fluorescence polarization probe displacement; inhibition, % at 10 µM; hit rate 0.06% among 320,000; in the data active means inhibition above about 10%, passing the limit was not always enough; inconclusive means no clear call, values can overlap the other calls
Target sequence (P9WIQ1 whole entry, looked up): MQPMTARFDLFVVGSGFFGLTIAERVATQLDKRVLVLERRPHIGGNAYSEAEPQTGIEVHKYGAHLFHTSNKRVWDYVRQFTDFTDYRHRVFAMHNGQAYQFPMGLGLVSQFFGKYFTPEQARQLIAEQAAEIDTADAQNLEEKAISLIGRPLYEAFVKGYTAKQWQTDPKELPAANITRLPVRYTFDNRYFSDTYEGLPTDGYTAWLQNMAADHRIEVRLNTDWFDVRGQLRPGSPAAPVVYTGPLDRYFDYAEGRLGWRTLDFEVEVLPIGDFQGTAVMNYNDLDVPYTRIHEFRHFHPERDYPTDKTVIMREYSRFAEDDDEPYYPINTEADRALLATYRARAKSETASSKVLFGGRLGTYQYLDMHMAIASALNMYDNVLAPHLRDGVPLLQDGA
FadD28 FP inh: M. tuberculosis FadD28 bisubstrate binding inhibition; FadD28 bisubstrate probe binding, fluorescence polarization; inhibition, % at 12.5 µM; hit rate 0.22% among 360,000; in the data active means inhibition above about 8.5%, passing the limit was not always enough; inconclusive means no clear call, values can overlap the other calls
Rv3671c protease: Rv3671c (M. tuberculosis) protease inhibition; P9WHR9; inhibition, % at 5.96 µM; hit rate 0.048% among 320,000; in the data active means inhibition above about 38%;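 further: extracellular domain of Rv3671c used as enzyme; 0% = enzyme with DMSO and 100% = no enzyme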
PrPC surface inh: reduces human prion protein on the cell surface; P04156; cell surface PrPC, TR-FRET read-out; inhibition, % at 13.8 µM; hit rate 0.43% among 370,000; in the data active means inhibition above about 24%; further: 0% = median of the test wells and 100% = reference compound wells
Mtb FBA inh: inhibits M. tuberculosis FBA enzyme; purified M. tuberculosis FBA, fluorescence read-out; P9WQA3; hit rate 2.3% among 360,000; inhibition, % at 1 µM; in the data active means inhibition above about 27%;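 further: 0% = vehicle and 100% = reference inhibitor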
Target sequence (P9WQA3 whole entry, looked up): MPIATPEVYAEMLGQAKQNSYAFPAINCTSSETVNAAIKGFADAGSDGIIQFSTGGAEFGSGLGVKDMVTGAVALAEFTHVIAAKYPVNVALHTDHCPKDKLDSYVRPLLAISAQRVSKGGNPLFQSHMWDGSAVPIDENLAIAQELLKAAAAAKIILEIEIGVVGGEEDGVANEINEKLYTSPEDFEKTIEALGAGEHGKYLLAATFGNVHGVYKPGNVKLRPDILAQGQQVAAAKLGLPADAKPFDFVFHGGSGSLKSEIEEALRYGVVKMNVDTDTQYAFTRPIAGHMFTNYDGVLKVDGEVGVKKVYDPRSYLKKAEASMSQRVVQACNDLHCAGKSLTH
MazF activator: MazEF (E. coli) toxin RNase activation; hit rate 0.32% among 350,000; AID 504720; P0AE70; activation, % at 20 µM; FAM/BHQ RNA-DNA oligo cleavage fluorescence, 5 h; in the data active means activation above about 50%
Target sequence (P0AE70 whole entry, looked up): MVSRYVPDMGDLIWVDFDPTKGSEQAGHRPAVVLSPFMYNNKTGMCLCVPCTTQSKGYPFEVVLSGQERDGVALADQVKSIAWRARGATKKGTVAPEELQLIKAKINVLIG
* hit, by the source's call. Rows were taken by chance. Share with any hit: about 4.8%.

CCOc1ccc(C(=O)NCc2ccco2)cc1 was read as BoNT F protease -4, GDH-TPI inh 10, Mtb UGM inh -0.8, FadD28 FP inh -0.4, Rv3671c protease -3, PrPC surface inh 6, Mtb FBA inh 4 and MazF activator -1.
`Cc1nc2cc(NC(=O)Nc3ccc(Br)cc3)ccc2o1` gave BoNT F protease -2, GDH-TPI inh 1, Mtb UGM inh -0.2, FadD28 FP inh -3.2, Rv3671c protease -6, PrPC surface inh 19, Mtb FBA inh 2 and MazF activator 5.
Screening Cn1c(=O)n(C)c2cc(S(=O)(=O)NCc3ccccc3)ccc21 returned BoNT F protease 6, GDH-TPI inh -2, BioA inh 1.3, Mtb UGM inh 3.5, FadD28 FP inh -3.5, Rv3671c protease 0, PrPC surface inh 11, Mtb FBA inh 0 and MazF activator -5.
`CCOC(=O)c1sc(NC(=O)c2cccc(S(=O)(=O)N3CCN(C)CC3)c2)cc1C` gave BoNT F protease -5, GDH-TPI inh 27, BioA inh 0.0, Mtb UGM inh -0.8, FadD28 FP inh -5.0, Rv3671c protease -4, PrPC surface inh -11, Mtb FBA inh 1 and MazF activator -4.
O=C(NNC(=O)c1cccnc1)NC1CCCCC1 was read as BoNT F protease 0, GDH-TPI inh 1, Mtb UGM inh 0.5, FadD28 FP inh -2.4, Rv3671c protease -1, PrPC surface inh 3, Mtb FBA inh 0 and MazF activator -7.
CCN1CCc2c(OCC(=O)N3N=C(c4cccs4)CC3c3ccc(F)cc3)cccc2C1=O (stereo not given) was read as BoNT F protease -9, GDH-TPI inh 13, Mtb UGM inh -0.5, FadD28 FP inh -0.7, Rv3671c protease 12, PrPC surface inh 6, Mtb FBA inh 3 and MazF activator -4.
Cc1ccc(C(c2nnnn2C2CCCCC2)N2CCN3CCCC3C2)cc1 (stereo not given) was read as BoNT F protease -7, GDH-TPI inh 11, BioA inh -0.9, Mtb UGM inh 0.3, FadD28 FP inh -1.5, Rv3671c protease -8, PrPC surface inh -2, Mtb FBA inh 0 and MazF activator -5.
Screening NC(=O)C1(Nc2ccccc2Cl)CCCC1 returned BoNT F protease -10, GDH-TPI inh 11, BioA inh -0.6, FadD28 FP inh -1.4, PrPC surface inh 2, Mtb FBA inh 2 and MazF activator 8.
CN(C)S(=O)(=O)c1cccc(COC(=O)c2ccc3c(c2)OCO3)c1 was read as BoNT F protease -1, GDH-TPI inh -1, Mtb UGM inh -1.5, FadD28 FP inh 0.0, Rv3671c protease 2, PrPC surface inh 1, Mtb FBA inh 1 and MazF activator -7.
For O=C(/C=C/Sc1ccccc1)c1ccccc1 the results were BoNT F protease -12, GDH-TPI inh 19, BioA inh -1.1, Mtb UGM inh -3.6, FadD28 FP inh -1.0, Rv3671c protease -31, PrPC surface inh -2, Mtb FBA inh -1 and MazF activator -9.
For COC(=O)c1c(C(=O)OC)c(-c2ccc(C)cc2)n2c1CCC2 the results were BoNT F protease -7, GDH-TPI inh 10, BioA inh 0.3, Mtb UGM inh -1.7, FadD28 FP inh -0.7, Rv3671c protease -2, PrPC surface inh 6, Mtb FBA inh 4 and MazF activator -5.
`Cc1ccccc1N(CC(=O)N1CCc2ccccc2C1)S(C)(=O)=O` gave BoNT F protease -36, GDH-TPI inh 6, BioA inh -0.7, Mtb UGM inh 0.2, FadD28 FP inh -2.9, Rv3671c protease 1, PrPC surface inh -5, Mtb FBA inh -2 and MazF activator 9.
COc1ccc([C@H]2CC(=O)C=C(c3c(OC)cccc3OC)C2)cc1 was read as BoNT F protease -18, GDH-TPI inh 10, BioA inh 1.1, Mtb UGM inh -2.8, FadD28 FP inh -3.5, Rv3671c protease 8, PrPC surface inh 3, Mtb FBA inh 2 and MazF activator 1.
For Cc1ccc(C(c2nnnn2C(C)(C)C)N2CCN(C3CCCC3)CC2)cc1 (stereo not given) the results were BoNT F protease 14, GDH-TPI inh 0, BioA inh -1.4, Mtb UGM inh -0.4, FadD28 FP inh -0.6, Rv3671c protease 7, PrPC surface inh -6, Mtb FBA inh 0 and MazF activator -2.
Screening COc1ccccc1C(=O)Nc1cccc2c1CCCC2 returned BoNT F protease -14, GDH-TPI inh 8, BioA inh 0.8, Mtb UGM inh 1.0, FadD28 FP inh -0.7, Rv3671c protease -7, PrPC surface inh 4, Mtb FBA inh 4 and MazF activator 8.
For Cc1cccc(C(=O)O)c1[N+](=O)[O-] the results were BoNT F protease 0, GDH-TPI inh 3, BioA inh -1.0, Mtb UGM inh 1.1, FadD28 FP inh -2.6, Rv3671c protease -1, PrPC surface inh -3, Mtb FBA inh 0 and MazF activator 0.
`O=C(CN1CCN(c2ccccn2)CC1)Nc1ccc(OC(F)(F)F)cc1` gave BoNT F protease -22, GDH-TPI inh -9, BioA inh -0.8, Mtb UGM inh 1.0, FadD28 FP inh 0.5, Rv3671c protease -9, PrPC surface inh 4, Mtb FBA inh 0 and MazF activator 1.
Screening Cc1ccc(S(=O)(=O)NCC(c2cccnc2)N2CCN(Cc3ccccc3)CC2)cc1 (stereo not given) returned BoNT F protease 0, GDH-TPI inh -1, BioA inh -0.3, Mtb UGM inh -0.8, FadD28 FP inh -2.8, Rv3671c protease 4, PrPC surface inh -10, Mtb FBA inh -3 and MazF activator -8.
For O=C1C=C(/C=C/C2C=CC=CC2)C[C@@H](c2ccc(Cl)cc2)C1 (stereo not given in full) the results were BoNT F protease 1, GDH-TPI inh 11, BioA inh 0.4, Mtb UGM inh -1.3, FadD28 FP inh -0.9, Rv3671c protease -5, PrPC surface inh 10, Mtb FBA inh -1 and MazF activator -2.
COc1ccc(NC2CS(=O)(=O)CC2OC(=O)c2ccc(F)cc2)cc1 (stereo not given) was read as BoNT F protease -6, GDH-TPI inh -3, BioA inh -1.3, Mtb UGM inh -2.4, FadD28 FP inh -3.2, Rv3671c protease -3, PrPC surface inh -4, Mtb FBA inh 1 and MazF activator 7.
`Nc1ccc(S(=O)(=O)NC2(C(F)(F)F)NC(=O)N(c3ccc(F)cc3)C2=O)cc1` (stereo not given) gave BoNT F protease 0, GDH-TPI inh -6, BioA inh 6.0, Mtb UGM inh -0.6, FadD28 FP inh -0.2, Rv3671c protease 6, PrPC surface inh -7, Mtb FBA inh 3 and MazF activator -6.
`C[N+]1(CC(=O)OCCCc2ccccc2)CCOCC1` gave BoNT F protease -2, GDH-TPI inh 9, BioA inh -0.9, Mtb UGM inh 0.9, FadD28 FP inh -1.4, Rv3671c protease 4, PrPC surface inh 1, Mtb FBA inh -3 and MazF activator -5.
Screening COc1ccc(NC(=O)COc2ccc(C)c(C)c2)cc1S(=O)(=O)N1CCCCC1 returned GDH-TPI inh 0, BioA inh 1.5, Mtb UGM inh 3.7, FadD28 FP inh -0.9, Rv3671c protease -5, PrPC surface inh 11, Mtb FBA inh 0 and MazF activator -2.
Screening O=C(O)c1ccc(NC(=O)C(c2ccccc2)c2ccccc2)cc1 returned BoNT F protease -1, GDH-TPI inh 7, BioA inh -1.6, Mtb UGM inh 0.1, FadD28 FP inh 0.0, Rv3671c protease 1, PrPC surface inh 3, Mtb FBA inh 0 and MazF activator 11.
Screening Cc1cccc(C)c1OCC(=O)N1CCc2ccccc2C1 returned BoNT F protease 0, GDH-TPI inh -4, BioA inh 1.2, Mtb UGM inh -0.5, FadD28 FP inh -2.8, Rv3671c protease -3, PrPC surface inh -1, Mtb FBA inh -3 and MazF activator -21.
Screening C[C@@H]1CN([C@H](C)CO)C(=O)c2cc(NC(=O)Nc3ccc(C(F)(F)F)cc3)ccc2O[C@H]1CN(C)S(=O)(=O)c1ccccc1 returned BoNT F protease -6, GDH-TPI inh 8, BioA inh -1.9, Mtb UGM inh -2.2, FadD28 FP inh inconclusive, Rv3671c protease -201, PrPC surface inh 8, Mtb FBA inh 1 and MazF activator 0.
For O=C(c1ccco1)N1CCN(C(=O)C23CC4CC(CC(C4)C2)C3)CC1 the results were BoNT F protease -8, GDH-TPI inh 4, BioA inh -0.5, Mtb UGM inh -0.7, FadD28 FP inh 0.4, Rv3671c protease -2, PrPC surface inh 0, Mtb FBA inh -1 and MazF activator 3.
Screening CCC1CCCCN1CCCNC(=O)C1CCN(c2ncnc3c2nc2n3CCCCC2)CC1 (stereo not given) returned BoNT F protease -1, GDH-TPI inh 24, BioA inh -4.6, Mtb UGM inh 2.0, FadD28 FP inh -0.8, Rv3671c protease 0, PrPC surface inh -2, Mtb FBA inh 6 and MazF activator 4.
`COC(=O)c1ccccc1NC(=O)CSc1nncn1-c1ccccn1` gave BoNT F protease -4, GDH-TPI inh 1, BioA inh 16, Mtb UGM inh -2.2, FadD28 FP inh 0.3, Rv3671c protease -1, PrPC surface inh 4, Mtb FBA inh 6 and MazF activator -6.
CC(C)NC(=O)/C(C#N)=C\c1ccc(N(C)C)o1 was read as BoNT F protease 1, GDH-TPI inh -7, Mtb UGM inh -3.0, FadD28 FP inh -0.1, Rv3671c protease 4, PrPC surface inh -31, Mtb FBA inh -38 and MazF activator -13.
Cc1oc(-c2ccccc2)cc1C(=O)Nc1cccc(/C=C/C(=O)O)c1 was read as BoNT F protease -2, GDH-TPI inh 1, FadD28 FP inh -19, PrPC surface inh -1, Mtb FBA inh 4 and MazF activator -5.
For COc1cccc(OC)c1CN1CCCC(C(=O)c2ccccc2SC)C1 (stereo not given) the results were BoNT F protease -2, GDH-TPI inh -4, BioA inh 0.1, Mtb UGM inh 2.1, FadD28 FP inh -3.2, Rv3671c protease 6, PrPC surface inh -9, Mtb FBA inh 0 and MazF activator 6.
CN=C1SC(CC(=O)Nc2ccc(C(=O)O)cc2)C(=O)N1C (stereo not given) was read as BoNT F protease 12, GDH-TPI inh -7, BioA inh -1.1, Mtb UGM inh -0.7, FadD28 FP inh -2.9, Rv3671c protease -4, PrPC surface inh -3, Mtb FBA inh 0 and MazF activator -2.
Screening Cc1ccsc1CNn1cnnc1SCc1ccc(Cl)cc1 returned BoNT F protease -7, GDH-TPI inh 7, BioA inh 1.9, Mtb UGM inh -0.6, FadD28 FP inh -1.4, Rv3671c protease -7, PrPC surface inh 8, Mtb FBA inh 6 and MazF activator -3.
`CCOc1ccc(C(=O)OCC(=O)Nc2cc(S(=O)(=O)N3CCOCC3)ccc2N2CCOCC2)cc1` gave BoNT F protease 0, GDH-TPI inh -5, BioA inh -2.0, FadD28 FP inh 0.3, PrPC surface inh 3, Mtb FBA inh 6 and MazF activator -5.
`CCOC(=O)c1ccc(COC(=O)c2ccc3c(c2)-c2ccccc2C3=O)cc1` gave BoNT F protease -12, GDH-TPI inh -6, BioA inh -0.7, Mtb UGM inh -0.2, FadD28 FP inh -1.9, Rv3671c protease 2, PrPC surface inh 6, Mtb FBA inh 4 and MazF activator -5.
COc1ccccc1N1CCN(C(=O)CCC(=O)Nc2nnc(CC(C)C)s2)CC1 was read as BoNT F protease -1, GDH-TPI inh 2, BioA inh 0.2, Mtb UGM inh 0.6, FadD28 FP inh 0.1, Rv3671c protease -8, PrPC surface inh 5, Mtb FBA inh -1 and MazF activator 2.
Screening O=C(Cc1ccc(Cl)cc1Cl)OCC(=O)c1ccc[nH]1 returned BoNT F protease 2, GDH-TPI inh -3, BioA inh 0.0, Mtb UGM inh 3.6, FadD28 FP inh -4.5, Rv3671c protease -4, PrPC surface inh 7, Mtb FBA inh -17 and MazF activator -6.
`O=C(CSc1nc(N2CCOCC2)nc(N2CCOCC2)n1)Nc1ccc(Cl)cc1Cl` gave BoNT F protease 4, GDH-TPI inh 2, BioA inh -0.6, Mtb UGM inh -0.5, FadD28 FP inh -0.8, Rv3671c protease -9, PrPC surface inh -5, Mtb FBA inh 1 and MazF activator -9.
Screening CN(C(N)=S)c1ccccc1 returned BoNT F protease -6, GDH-TPI inh 9, BioA inh -0.2, Mtb UGM inh -0.3, FadD28 FP inh -2.0, Rv3671c protease 6, PrPC surface inh 4, Mtb FBA inh 3 and MazF activator 3.

By substructure, those above containing two or more sulfur atoms
`CCOC(=O)c1sc(NC(=O)c2cccc(S(=O)(=O)N3CCN(C)CC3)c2)cc1C` gave BoNT F protease -5, GDH-TPI inh 27, BioA inh 0.0, Mtb UGM inh -0.8, FadD28 FP inh -5.0, Rv3671c protease -4, PrPC surface inh -11, Mtb FBA inh 1 and MazF activator -4.
Screening Cc1ccsc1CNn1cnnc1SCc1ccc(Cl)cc1 returned BoNT F protease -7, GDH-TPI inh 7, BioA inh 1.9, Mtb UGM inh -0.6, FadD28 FP inh -1.4, Rv3671c protease -7, PrPC surface inh 8, Mtb FBA inh 6 and MazF activator -3.

Compound activity (PubChem BioAssay)
